dFosB activator: activators of delta FosB homodimer, primary screen, biochemical, fluorescence polarization, TAMRA-CDK5 oligo, single point. Protein FosB (Mus musculus), P13346. 340,000 compounds, 0.99% hits. activation, % at 25 µM. purified delta FosB; percent of positive-control signal above neutral wells;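 active = mean activation above about 17%, with every replicate also reaching it, limit read from the data, passing the limit was not always enough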;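 note: fluorescence polarization rise as delta FosB binds a TAMRA Cdk5 AP-1 oligo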
Target sequence (P13346 whole entry, looked up): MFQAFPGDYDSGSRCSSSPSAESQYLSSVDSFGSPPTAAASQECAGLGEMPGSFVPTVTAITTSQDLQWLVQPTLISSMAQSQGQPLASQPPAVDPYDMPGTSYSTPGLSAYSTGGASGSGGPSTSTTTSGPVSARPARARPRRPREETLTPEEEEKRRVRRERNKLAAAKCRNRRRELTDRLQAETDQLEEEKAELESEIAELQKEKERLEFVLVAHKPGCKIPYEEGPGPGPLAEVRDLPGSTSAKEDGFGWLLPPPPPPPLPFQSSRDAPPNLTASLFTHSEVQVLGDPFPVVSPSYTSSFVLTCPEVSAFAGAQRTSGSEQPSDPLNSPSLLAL
CDK5 inh: inhibitors of human CDK5/p35 kinase, primary screen, biochemical, single concentration | Cyclin-dependent kinase 5 (Homo sapiens) + Cyclin-dependent kinase 5 activator 1 (Homo … | Recombinant CDK5/p35, ADP-Glo luminescence, 60 min | inhibition, % at 10 µM | 330,000 compounds, 0.01% hits;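 active = highest replicate inhibition of at least 50% and at least 75% of replicates reaching 50%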;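 note: plate controls were DMSO neutral control for no effect and GW8510 at 10 µM for full effect; many of its hits are not listed in these tables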
CAL PDZ FP-1: CAL PDZ peptide-binding inhibitors, primary screen, biochemical, fluorescence polarization, Cer-tagged CAL PDZ, HTS. Golgi-associated PDZ and coiled-coil motif-containing protein (Homo sapiens), Q9HD26. inhibition, % at 20 µM. 330,000 compounds, 0.02% hits. purified CAL PDZ, TMR-peptide fluorescence polarization, 1 h. AID 504414, 2011;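 active = highest replicate inhibition of at least 40%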;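 note: plate controls were DMSO neutral control wells for no effect and unlabeled competitor peptide control wells for full effect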
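System: purified tagged CAL PDZ domain construct (CerCALP). Schedule: 1 h incubation at room temperature before polarization reading. Medium: 25 mM sodium phosphate pH 7.4, 150 mM NaCl, TCEP, IgG, Thesit. Read-out: percent inhibition from loss of millipolarization. Measured by: FP readout, S and P plane fluorescence. Probe or stimulus: fluorescent TMR peptide probe.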
Rtt109 Vps75: inhibitors of C. albicans Rtt109/Vps75 HAT, primary screen, biochemical, ThioGlo CoA-SH fluorescence, plate reader | inhibition, % at 34.9 µM | 330,000 compounds, 0.16% hits | purified Rtt109/Vps75, 4 h | Histone acetyltransferase RTT109 (Candida albicans (strain SC5314 / ATCC MYA-2876)), …;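 active = inhibition of at least 50% in every replicate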
Target sequence (Q5AAJ8 whole entry, looked up): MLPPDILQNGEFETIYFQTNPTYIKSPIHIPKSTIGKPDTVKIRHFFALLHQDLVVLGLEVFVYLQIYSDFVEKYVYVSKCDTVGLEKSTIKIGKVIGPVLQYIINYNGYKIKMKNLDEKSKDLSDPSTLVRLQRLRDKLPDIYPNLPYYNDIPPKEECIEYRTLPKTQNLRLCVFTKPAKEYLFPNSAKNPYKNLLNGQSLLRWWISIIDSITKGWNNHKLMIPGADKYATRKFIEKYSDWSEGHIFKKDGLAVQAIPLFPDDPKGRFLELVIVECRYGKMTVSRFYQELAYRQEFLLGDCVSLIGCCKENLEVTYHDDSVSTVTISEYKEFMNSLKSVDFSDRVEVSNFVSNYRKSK
V-ATPase pH: regulators of yeast V-ATPase proton pumping, primary screen, pHLuorin cytosolic pH fluorescence. S. cerevisiae. response, % at 10 µM. 350,000 compounds, 0.37% hits; in the data active = response mostly above about 7.3%, no sharp cut-off; inactive = mostly below about 5.4%; note: actives read high; inactives centre near 0; some compounds called inactive have numbers as strong as hits; reference of the scale not given here
MITF TRPM1 HTS: activators of MITF-driven TRPM1 promoter reporter, primary screen, cell-based, SK-MEL-5, luciferase, single point; SK-MEL-5 TRPM1-promoter luciferase, 24 h; % of positive control, neutral wells = 0; activation, % at 12.5 µM; 300,000 compounds, 0.75% hits; AID 588334, 2011;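 active = mean activation of at least 80% with every replicate also reaching 80%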;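 note: 0% = neutral control wells and 100% = parthenolide positive control wells; values of inactives mirror those of a sister screen read the other way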
CAL PDZ FP-2: untagged CAL PDZ binding inhibitors, primary screen, biochemical, fluorescence polarization, HTS. 300,000 compounds, 0.92% hits. inhibition, % at 24.9 µM. AID 602252, 2012. purified CAL PDZ, TMR-peptide fluorescence polarization, 1 h;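 active = mean inhibition of at least 30% with at least half of replicates also reaching 30%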;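 note: 0% = DMSO neutral control and 100% = excess unlabeled competitor peptide PRC23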
Tat transport: E. coli Tat export inhibitors, primary screen, MC4100, TorA-mCherry reporter, fluorescence, single point | AID 488895, 2010 | inhibition, % at 10 µM | 340,000 compounds, 0.036% hits;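 active = mean replicate inhibition at least 50% and at least half of replicates individually reaching 50%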;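 note: exported cargo escapes ClpAP degradation while cytoplasmic cargo is degraded and loses fluorescence; 0% = median of neutral control wells and 100% = median of NaSCN control wells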
RTF Ca sens act: cardiac RTF calcium sensitivity activators, primary screen, biochemical, IANBD-TnC fluorescence, EC20 calcium; IANBD-labeled TnC RTF fluorescence at EC20 calcium; 0% EC20 calcium, 100% full calcium; activation, % at 7.2 µM; 340,000 compounds, 0.24% hits;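 active = activation above the mean over all tested compounds plus 3 SD, cut at about 30% in these data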;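 note: rise in fluorescence read as greater calcium sensitivity of cardiac thin filaments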
Wnt bcat act: Wnt/beta-catenin pathway activators, primary screen, cell-based, plate reader, single point; activation, % at 9.35 µM; AID 743398, 2014; Wnt/beta-catenin reporter cell assay, activator; 300,000 compounds, 1.2% hits; in the data active = activation above about 30%, passing the limit was not always enough;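 note: 0% = neutral control wells and 100% = positive control wells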
Numbers without * were called inactive; . = not tested or not shown.

dFosB activator,CDK5 inh,CAL PDZ FP-1,Rtt109 Vps75,V-ATPase pH,MITF TRPM1 HTS,CAL PDZ FP-2,Tat transport,RTF Ca sens act,Wnt bcat act,Structure
2,-2.5,-0.3,-19,-2,8,1,-2,4,-4,O=[N+]([O-])c1cccc(Oc2ncccc2[N+](=O)[O-])c1
-6,1.1,-0.6,2,1,20,0,-6,-7,.,Nc1nc(Cl)cc(Sc2ccc3ccccc3c2)n1
-12,-1.6,-0.3,-9,5,16,-3,0,0,1,O=C(NCc1cccnc1)C(=O)NCC(c1ccco1)N1CCOCC1 (stereo unspecified)
-4,-0.8,-0.6,2,0,-7,6,2,-1,-3,CCN(Cc1ccncc1)C(=O)c1cccc(S(=O)(=O)N2CCCCC2)c1
-10,2.1,-2.0,0,3,26,-2,3,-3,.,Cc1c(C(=O)NCc2cccs2)oc2ccccc12
-4,0.7,-0.8,-5,0,-9,.,-1,-2,1,CCOc1ccccc1NC(=O)Nc1ccccn1
-1,-2.8,-0.6,1,-1,-1,-2,-1,4,0,CCOC(=O)CN=C(NS(=O)(=O)c1ccc(Cl)cc1)c1ccccc1
7,2.9,-2.1,11,-4,.,1,31,3,2,Nc1nc2ccc(O)cc2s1
0,0.9,0.2,4,9,5,-1,0,13,-3,CN(C)CCCN1c2ccc([N+](=O)[O-])cc2CCc2cc([N+](=O)[O-])ccc21
-9,0.9,0.6,-10,-1,-2,-6,-5,-5,1,COC(=O)c1noc(-c2ccc(OC)cc2)n1

Among those listed so far, 2 contain a furan ring, fused or not:
dFosB activator,CDK5 inh,CAL PDZ FP-1,Rtt109 Vps75,V-ATPase pH,MITF TRPM1 HTS,CAL PDZ FP-2,Tat transport,RTF Ca sens act,Wnt bcat act,Structure
-12,-1.6,-0.3,-9,5,16,-3,0,0,1,O=C(NCc1cccnc1)C(=O)NCC(c1ccco1)N1CCOCC1 (stereo unspecified)
-10,2.1,-2.0,0,3,26,-2,3,-3,.,Cc1c(C(=O)NCc2cccs2)oc2ccccc12

Further records follow.
dFosB activator,CDK5 inh,CAL PDZ FP-1,Rtt109 Vps75,V-ATPase pH,MITF TRPM1 HTS,CAL PDZ FP-2,Tat transport,RTF Ca sens act,Wnt bcat act,Structure
-4,0.0,-0.9,10,0,-11,-4,6,-5,-1,CCOc1ccc(S(=O)(=O)Nc2ccc(C(=O)NCC(c3ccc(OC)cc3)N3CCOCC3)cc2)cc1 (stereo unspecified)
7,0.8,.,2,-3,1,-2,11,-2,-2,O=C1CCC([N+](=O)[O-])C(c2cccc(Cl)c2Cl)N1 (stereo unspecified)
-11,0.9,-1.1,3,1,51,-3,-1,-2,17,O=C(CNC(=S)NC(=O)c1cccs1)c1ccccc1
-26,-1.1,-0.7,7,0,2,6,4,-4,-1,COC(=O)c1c(NC(=O)c2ccc(S(=O)(=O)N3CCOCC3)cc2)sc2c1CCN(C(C)C)C2
-4,-2.9,0.2,-5,2,-3,0,9,-2,-9,Cn1c(CCN2CCCCC2)nc2cc(NC(=O)NC3CCCCC3)ccc21
-1,-3.1,-1.8,-12,2,15,-6,2,-4,2,CN(Cc1nc2ccccc2[nH]1)Cc1nc(CC2CC2)no1
4,0.2,-1.4,-3,-2,5,-1,11,-6,0,COc1cc(F)cc(C2=CC(=O)C[C@H](c3ccc(F)cc3)C2)c1
8,-1.2,-0.3,1,3,30,-4,-2,0,-1,COc1ccc2c(c1)c(=O)oc1cc(O)ccc12
-12,-0.7,-3.5,31,-3,1,-7,6,-6,0,CCC(C(=O)NC1CCCC1)N(C(=O)Cn1nnc(-c2ccc(OC)c(OC)c2)n1)c1cccc(O)c1 (stereo unspecified)
-5,-0.8,-0.1,4,-2,10,2,-4,-2,-8,CCOc1ccc(NC(=O)[C@@H](NC(=O)OCc2ccccc2)[C@@H](C)CC)cc1
-5,0.9,-0.9,0,8,.,.,-1,-1,-2,C=CCn1c(SCC(=O)c2c(N)n(CCC)c(=O)n(C)c2=O)nc2sc(CC)cc2c1=O
-1,-2.5,0.2,10,-3,.,-3,0,-1,4,c1ccc2[nH]c(CSc3nccs3)nc2c1
-3,-5.0,-2.7,-9,-4,5,0,9,-1,0,CC(Sc1nnc(NC2CCCCC2)s1)C(=O)N1CCOCC1 (stereo unspecified)
-8,1.3,0.1,9,0,-2,-1,18,-5,-1,C=CCN(CC=C)S(=O)(=O)c1ccc(NC(=S)NC(=O)c2ccco2)cc1
1,-4.5,-2.9,13,-4,-8,-4,-19,8,-24,O=C(NN=Cc1ccc(N2CCOCC2)s1)c1ccc([N+](=O)[O-])cc1
-5,-1.2,0.0,1,2,-5,-5,3,-1,.,O=c1ccc2cc(S(=O)(=O)N3CCN(c4cc(Cl)ccc4Cl)CC3)ccc2o1
10,1.6,.,0,1,0,8,6,2,-2,O=C(COC(=O)C1(c2ccc(F)cc2)CCCC1)N1CCOCC1
-6,-0.2,0.1,0,1,-2,-2,-1,-2,-1,CCOC(=O)N1CCN(C(=O)CCCCCn2c(=S)[nH]c3cc4c(cc3c2=O)OCO4)CC1
-7,1.8,-3.7,0,0,28,.,5,11,-7,CCCN(CCC)CC(O)Cn1cc(/C=C/C(=O)c2ccccc2)c2ccccc21 (stereo unspecified)
3,0.4,-1.0,-17,-4,1,-5,1,1,1,Cc1ccc(NC(=O)CSc2nnc(-c3ccncc3)s2)cc1
2,-1.0,-1.9,-4,4,36,-6,6,-3,5,O=C(Nc1nc(-c2ccccc2)cs1)c1ccc(Br)o1
-7,-0.2,0.2,6,5,-6,2,11,-1,.,CCN(CC)S(=O)(=O)c1ccc(N(C)Cc2ccc(C(F)(F)F)cc2)nc1
-13,1.5,0.5,-2,4,6,2,-4,6,1,COc1cc(/C=C2\SC(=S)N(NC(C)=O)C2=O)ccc1OC(=O)c1ccco1
-2,-1.5,0.3,3,.,10,7,0,2,-4,Cc1ccc(S(=O)(=O)N2CCN(Cc3ccccc3)CC2)s1
-9,0.1,-2.6,13,-4,-3,.,-5,8,.,CC1CC(C)CN(CC(=O)N2c3ccccc3CCc3ccccc32)C1 (stereo unspecified)
-10,0.9,-3.3,-3,0,42,-1,5,-2,8,COc1cccc(OCc2cc(C(=O)NCc3ccc4c(c3)OCO4)no2)c1
-5,-2.5,-1.2,27,5,-3,.,0,-3,-2,CSc1cccc(N2CC(C(=O)N(Cc3nnc(-c4ccccc4Cl)o3)C3CC3)CC2=O)c1 (stereo unspecified)
6,1.5,-2.3,2,-8,11,9,8,0,-4,Cc1cccc(-n2cc(-c3ccccc3)c3c(=O)[nH]cnc32)c1
-7,0.6,-3.0,-1,2,5,-1,-4,-1,-16,O=C(CCC(=O)N1CCN(c2ccccn2)CC1)Nc1nnc(C2CCCCC2)s1
-13,-0.5,-2.9,-3,-3,2,3,7,1,-1,O=C(CSc1nc2ccccc2n1Cc1ccc(Cl)cc1)N/N=C/c1ccc(C(=O)O)cc1
-2,-1.4,-0.5,0,-3,-31,-3,-6,-5,.,Cc1ccc(S(=O)(=O)Oc2ccccc2/C=N/NC(N)=S)cc1
1,-0.7,-1.4,1,0,-3,1,-1,-1,.,COCCNC(=O)CN(C(=O)Cn1nnc2ccccc21)c1ccc(F)c(Cl)c1
-6,2.0,-1.0,8,-5,.,-3,10,26,0,CCOC(=O)C1=C(C)N=c2s/c(=C/c3ccc(OCC(=O)O)c(OC)c3)c(=O)n2C1c1ccc(Cl)cc1 (stereo unspecified)
-11,-0.8,-2.4,-10,-13,-2,-1,-3,1,1,O=C1/C(=C\c2cccs2)N=C(c2cccs2)N1Nc1ccccc1
-5,0.9,-1.2,-4,0,32,.,1,-3,14,O=C(NCCc1ccccn1)c1ccc(OC(F)F)cc1

In the list so far, these contain a thiophene ring, fused or not:
dFosB activator,CDK5 inh,CAL PDZ FP-1,Rtt109 Vps75,V-ATPase pH,MITF TRPM1 HTS,CAL PDZ FP-2,Tat transport,RTF Ca sens act,Wnt bcat act,Structure
-10,2.1,-2.0,0,3,26,-2,3,-3,.,Cc1c(C(=O)NCc2cccs2)oc2ccccc12
-11,0.9,-1.1,3,1,51,-3,-1,-2,17,O=C(CNC(=S)NC(=O)c1cccs1)c1ccccc1
-26,-1.1,-0.7,7,0,2,6,4,-4,-1,COC(=O)c1c(NC(=O)c2ccc(S(=O)(=O)N3CCOCC3)cc2)sc2c1CCN(C(C)C)C2
-5,0.9,-0.9,0,8,.,.,-1,-1,-2,C=CCn1c(SCC(=O)c2c(N)n(CCC)c(=O)n(C)c2=O)nc2sc(CC)cc2c1=O
1,-4.5,-2.9,13,-4,-8,-4,-19,8,-24,O=C(NN=Cc1ccc(N2CCOCC2)s1)c1ccc([N+](=O)[O-])cc1
-2,-1.5,0.3,3,.,10,7,0,2,-4,Cc1ccc(S(=O)(=O)N2CCN(Cc3ccccc3)CC2)s1
-11,-0.8,-2.4,-10,-13,-2,-1,-3,1,1,O=C1/C(=C\c2cccs2)N=C(c2cccs2)N1Nc1ccccc1

The order is random. About 4.1% of those tested had a hit in this group.
